Source: PubChem (several laboratories)
HSF1 inhib = HSF1 inhibition; actives 0.77% (n = 300,000); activity change, negative = inhibition, % at 7.5 µM (by protocol); NIH3T3-HGL HSE-luciferase, MG132-induced, luminescence 8 h; stronger effect = lower value;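 active = more than half of replicate wells show activity change below -50%, luminescence cut by over half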;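 note: luciferase reports HSF-1 transcriptional activity via heat shock element; 0% = median of DMSO wells and -100% = zero luminescence signal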
Platelet DG rel = modulates dense granule release in human platelets. inhibition, %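 (compounds screened at 7.5 µM in platelet-rich plasma)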. AID 1663. human platelet-rich plasma, SFLLRN dense granule ATP release, luminescence. actives 0.22% (n = 300,000);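 active = mean replicate score, as percent of positive control, at or above 50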
HSF1 activator = increases HSF-1 driven luciferase reporter signal. activation, % at 9 µM. NIH3T3-HGL HSF-1 luciferase reporter, MG132, 8 h; 100% = twice DMSO control signal. actives 1.7% (n = 300,000);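 active = mean replicate activation of at least 50% with a set share of replicates each reaching 50%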;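 note: 0% = median of the neutral control wells and 100% = twice that signal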
AI-2 QS modul = Vibrio harveyi AI-2 quorum sensing modulation; Vibrio harveyi JMH597 AI-2 luminescence/OD600 ratio, 9 h; stronger effect = lower value; strain lacks LuxN and CqsS sensors; 0 = neutral-control median; activity change, % at 7.5 µM; actives 0.4% (n = 300,000); in the data active = activity change below about -75%, passing the limit was not always enough;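 note: luminescence divided by OD600 gain over 9 h not by final OD600 alone; inactives centre near 13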
HSP90 refold inh = blocks HSP90-mediated luciferase refolding in reticulocyte lysate. Rabbit reticulocyte lysate, luciferase refolding luminescence, 3 h. actives 0.91% (n = 290,000). AID 1789. inhibition, % at 5.6 µM;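 active = inhibition above the screen-wide mean plus 3 SD, computed separately per campaign, cut at about 16% in these data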;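 note: 0% = DMSO wells and 100% = 60 µM geldanamycin wells; inhibitors lower the luminescence because luciferase stays unfolded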
KLF5 inhibitor = kruppel-like factor 5 inhibition | DLD-1 KLF5 promoter-luciferase reporter, luminescence | inhibition, % at 5 µM | actives 0.23% (n = 290,000);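 active = inhibition above a per-plate limit of that plate's mean compound inhibition plus 3 SD, cut at about 60% in these data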;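 note: 0% = DMSO wells and 100% = LY294002 at 200 µM; higher means less KLF5 promoter-driven luciferase light; inactives centre near -14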
IEC-6 tox = IEC-6 cytotoxicity, counter-screen for KLF5 inhibitors; luminescence viability; inhibition, % at 5 µM; actives 0.78% (n = 290,000); AID 1825; in the data active = inhibition above about 22%;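 note: 0% = plate median of test compound wells and 100% = cytotoxic reference compound wells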
aSyn UTR inh = 5' untranslated region of α-synuclein, MLPCN primary screen | AID 1813 | actives 0.82% (n = 300,000) | inhibition, % (tested at 7.5 µM) | alpha-synuclein 5'UTR reporter, inhibitor activity; in the data active = inhibition above about 60%;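 note: H4 neuroglioblastoma cells stably carrying SNCA 5'UTR luciferase fusion; 0% = DMSO wells and 100% = positive control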
SKKanGAS inh = SKKanGAS growth inhibition | S. pyogenes SKKanGAS, kanamycin growth, BacTiter-Glo, 6 h | inhibition, % at 7.5 µM | actives 1.3% (n = 300,000) | AID 1662;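 active = mean replicate score, as percent of positive control median, at least 50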;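 note: strain carries kanamycin resistance gene driven by streptokinase promoter and grows in 40 µg/ml kanamycin; loss of luminescence reflects streptokinase promoter inhibition or plain growth inhibition; 0% = median of DMSO wells and 100% = positive control at its reference dose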
HIF act = HIF pathway transcriptional activation; activation, % at 7.5 µM (by protocol); U2OS HRE-luciferase reporter, luminescence; normalized: DMSO 0%, desferrioxamine 100%; actives 0.32% (n = 300,000);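 active = mean activation of at least 10% of the iron chelator positive control signal, with at least half of replicates also reaching 10%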
Active calls of the source: *; nt = not tested or not shown.

SMILES | HSF1 inhib | Platelet DG rel | HSF1 activator | AI-2 QS modul | HSP90 refold inh | KLF5 inhibitor | IEC-6 tox | aSyn UTR inh | SKKanGAS inh | HIF act
CN(C)CCC(O)c1ccccc1 (stereo not given) | 3 | -6 | 3 | 12 | -2 | -18 | 2 | -7 | -6 | 0.1
Cc1ccc(C(C)NC(=O)c2cccs2)cc1C (stereo not given) | 3 | 8 | -2 | 16 | nt | nt | nt | 0 | 3 | 0.4
Cc1cnc(C)c(N(C)NC(=S)Nc2ccccc2)n1 | 2 | 0 | -11 | 12 | -3 | 5 | -1 | 8 | 0 | -1.0
NC(=O)CC(NC(=O)Cc1cccc2ccccc12)c1ccc(NCCc2ccccc2F)c([N+](=O)[O-])c1 (stereo not given) | 5 | -2 | -6 | -6 | nt | nt | nt | 11 | 4 | 0.3
CCN1C(=O)/C(=C\c2cccs2)C(C(=O)OC)=C1C | 4 | -7 | 12 | 11 | -6 | -33 | 6 | -3 | -6 | -0.1
COc1ccc(C(=O)Nc2ccc(O)cc2C(=O)O)cc1 | 3 | 2 | 12 | 6 | 0 | -2 | -2 | 17 | -2 | -0.1
Cc1c(C)n(CCC#N)c2ccccc12 | -9 | -11 | -22 | 5 | 6 | -37 | 4 | 29 | 3 | 0.3
O=S(=O)(/N=C/c1c(O)ccc2ccccc12)c1ccccc1 | -1 | -7 | 7 | 8 | 0 | 11 | 1 | 2 | 9 | -1.4
CN1C(c2ccccc2)=NO[C@]1(C)c1ccccc1 | -9 | -14 | -3 | 0 | nt | nt | nt | -12 | 1 | -0.2
CC(C)Oc1cccc(C(=O)NC(=S)Nc2cccnc2)c1 | 6 | -5 | 39 | -4 | 0 | -28 | -3 | -114 | -17 | 0.7
CCOc1ccc(/C=N/NC(=O)c2csc(C)c2C)c(OCC)c1 | 4 | -1 | 20 | 10 | 9 | -13 | 1 | 15 | -5 | 0.0
CCOC(=O)c1ccc(NC(=O)Nc2ccon2)cc1 | -9 | 10 | -12 | 15 | 0 | 60 | 87* | 64* | -4 | 3.1
COc1ccc(/C=N/Nc2cc(C)nc(-n3nc(C)cc3C)n2)cc1 | 0 | 6 | -7 | 26 | 0 | 4 | 6 | 6 | 6 | 1.4
COc1ccc(OC)c(NC(=O)c2ccc(N3C(=O)C4CC=C(C)CC4C3=O)cc2)c1 (stereo not given) | 5 | 1 | 8 | 20 | -1 | -10 | 3 | 8 | 4 | -1.7
Fc1cccc(Cl)c1CSc1nnc(CN2CCOCC2)n1-c1ccccc1 | 8 | 1 | 0 | 19 | 0 | -11 | -2 | -10 | -5 | -0.4
Cc1ccc(-n2[nH]c(C)c(CCC#N)c2=O)cc1 | 2 | -4 | 12 | -1 | 1 | -11 | 0 | -28 | -5 | 0.3
CC1CC(C)CN(S(=O)(=O)c2ccc(C(C)(C)C)cc2)C1 (stereo not given) | 14 | 2 | 49 | 31 | -1 | -23 | 0 | 2 | 17 | -0.9
COc1ccc(S(=O)(=O)N2CCN(Cc3ccc4c(c3)OCO4)CC2)cc1 | -6 | -1 | -12 | 27 | 1 | -20 | -5 | -4 | -3 | 0.3
Cc1ccccc1NC(=O)c1ccc(NC(=O)C2CC(=O)OC23CCCCC3)cc1 (stereo not given) | 5 | 2 | 25 | 2 | -1 | -13 | -2 | 3 | -3 | -0.1
NC(=O)C1(N2CCCCC2)CCN(C(=S)NC2CCCC2)CC1 | -14 | 3 | -33 | 7 | 0 | -12 | -2 | 9 | -2 | -0.2
CCOC(=O)c1ccc2ncc(-c3ccccc3)nc2c1 | 33 | 4 | 62* | 35 | -4 | -22 | 3 | -160 | 0 | 2.9
O=C1CCCc2c1cc(-c1ccccc1)n2-c1ccccc1 | 18 | -2 | 34 | -10 | 0 | -23 | 1 | -38 | -5 | 0.2
Cc1cc2oc(=O)sc2cc1NS(=O)(=O)c1ccccc1 | 11 | -21 | 0 | 13 | -3 | -13 | -6 | -25 | -1 | 0.2
O=C(CCCn1ncn2c(cc3occc32)c1=O)NCc1ccccc1F | -3 | -7 | 3 | 37 | -8 | -22 | -6 | 0 | 5 | -0.1
O=C(NCCC1=CCCCC1)c1cccc(S(=O)(=O)N2CCCCC2)c1 | 11 | -2 | 20 | 10 | nt | nt | nt | 10 | -11 | -0.8
COc1ccc(C)cc1S(=O)(=O)Nc1ccc(F)cc1 | -35 | 5 | -44 | 9 | -2 | 2 | -1 | 4 | -1 | -1.5
CCc1n[nH]c2c1C(=O)CC(C)(C)C2 | -8 | -1 | -13 | 12 | -2 | -12 | 0 | -18 | 3 | 0.0
CCCCn1cnc2sc3c(c2c1=N)CCCC3 | -1 | 2 | 5 | 10 | 4 | 0 | 1 | 3 | -5 | 0.0
CNC(=O)Cn1nc(-c2ccc(C)cc2)c2ccccc2c1=O | -1 | 1 | 20 | nt | 0 | -32 | -3 | 0 | -1 | -0.7
CCOC(=O)CSc1nc(Cc2ccccc2)nc2ccccc12 | 10 | -3 | -1 | 16 | -2 | -24 | -5 | -5 | 14 | -0.1

Pulled one by one from above (three):
SMILES | HSF1 inhib | Platelet DG rel | HSF1 activator | AI-2 QS modul | HSP90 refold inh | KLF5 inhibitor | IEC-6 tox | aSyn UTR inh | SKKanGAS inh | HIF act
COc1ccc(C)cc1S(=O)(=O)Nc1ccc(F)cc1 | -35 | 5 | -44 | 9 | -2 | 2 | -1 | 4 | -1 | -1.5
O=C(CCCn1ncn2c(cc3occc32)c1=O)NCc1ccccc1F | -3 | -7 | 3 | 37 | -8 | -22 | -6 | 0 | 5 | -0.1
CCOC(=O)c1ccc2ncc(-c3ccccc3)nc2c1 | 33 | 4 | 62* | 35 | -4 | -22 | 3 | -160 | 0 | 2.9

Continuation:
SMILES | HSF1 inhib | Platelet DG rel | HSF1 activator | AI-2 QS modul | HSP90 refold inh | KLF5 inhibitor | IEC-6 tox | aSyn UTR inh | SKKanGAS inh | HIF act
O=C(/C=C/c1c(F)cccc1Cl)N1CCc2ccccc2C1 | 26 | -26 | 36 | -6 | -2 | -35 | 7 | -85 | 9 | 0.3
Cc1cccc(N=C2NC(=O)/C(=C\c3cccs3)S2)c1 | 2 | -15 | -1 | 18 | 4 | -7 | 1 | -7 | -9 | 0.5
COc1ccc(OCCNC(=O)c2ccccc2Cl)cc1 | -8 | -4 | -22 | 31 | 1 | -9 | 0 | -5 | 1 | -36
COC(=O)C1=C(O)/C(=C\c2ccc(CNS(=O)(=O)c3ccccc3)o2)N=C1C | -12 | 1 | -5 | 19 | 1 | 8 | -13 | -2 | -6 | 0.0
Cc1cc(OCC(=O)Nc2ccc(Br)cc2)cc2c1C(=O)CC(C)(C)O2 | 8 | -1 | 0 | 26 | 1 | -11 | -3 | 39 | 6 | 0.6
COc1cc2ncnc(NCCc3ccccc3)c2cc1OC | 4 | 12 | 6 | 2 | -1 | -17 | 20 | 12 | 2 | 0.1
Cc1cc(C(=O)N/N=C2\CC(=O)CC(C)(C)C2)c(C)n1-c1ccc(F)cc1 | 5 | -11 | 13 | 32 | 3 | -23 | 1 | -6 | 13 | 0.1
O=C(c1ccc2nccnc2c1)N1CCN(c2ccccc2)CC1 | 15 | -1 | 31 | 13 | -2 | -26 | 2 | -4 | 0 | 2.3
CCCCNC(=O)C(=O)N/N=C/c1ccc(OCC(=O)Nc2cccc(OC)c2)c(OC)c1 | 15 | -2 | 10 | 30 | -3 | 3 | -9 | -52 | 3 | 0.4
O=C(NCCN1CCOCC1)C(=O)NCC1OCCCN1S(=O)(=O)c1ccc(F)cc1 (stereo not given) | 2 | -8 | -2 | -6 | 0 | -9 | 7 | -3 | -4 | -0.3
COc1ccc(CNC(=O)C(c2cccs2)N(Cc2ccco2)C(=O)Cc2cccs2)cc1 (stereo not given) | 12 | -7 | 16 | 19 | 0 | -18 | -4 | 4 | -4 | -1.2
COc1ccc2cc(CN(CC3CCCO3)C(=S)NCc3ccco3)c(=O)[nH]c2c1 (stereo not given) | 18 | -4 | 25 | 18 | 0 | 5 | 0 | -4 | 3 | -0.5
CCC12CN(C(=O)c3ccc(C)cc3)CC(CC)(CN(C(=O)c3ccc(C)cc3)C1)C2=O | -1 | 11 | 3 | 11 | 8 | -32 | -4 | 15 | 6 | -0.3
COCCCNC(=S)Nc1ccc2c(c1)OCCO2 | -11 | -1 | -25 | 23 | -2 | -34 | -2 | -116 | 4 | 1.5
COC(=O)c1cc(Oc2ccc(C(=O)OC)cc2N)cc(C(=O)OC)c1 | 4 | -3 | 41 | 22 | 0 | 15 | -3 | 1 | 4 | -0.1
CNC(=O)NC(=O)CN1C(=O)NC2(CCOc3ccccc32)C1=O (stereo not given) | -5 | -10 | 12 | 8 | -2 | -5 | -1 | 3 | -1 | 0.2
c1ccc(-c2nc3c([nH]2)CCc2nonc2-3)cc1 | 18 | -1 | 18 | 27 | -3 | -22 | -2 | -66 | 22 | 0.7
Cc1ccccc1Cn1c(C)nc2ccccc21 | 0 | 4 | -7 | -11 | 3 | -3 | 9 | 0 | 3 | 1.3
CC(C)OC(=O)CSc1nnc(-c2ccc(C(C)(C)C)cc2)n1N | 13 | -4 | 6 | -7 | 6 | -59 | 8 | -56 | -23 | 1.6
COc1ccc(S(=O)(=O)N2CCC(C(=O)Nc3cc(Cl)ccc3N3CCOCC3)CC2)cc1OC | -2 | 7 | -15 | 25 | nt | nt | nt | 6 | -3 | 0.2
CCOC(=O)C1C(=O)CC(C)(O)C(C(=O)OCC)C1c1ccc(Br)cc1 (stereo not given) | -5 | 44 | -3 | 11 | 3 | -4 | -1 | -3 | 0 | -0.2
NS(=O)(=O)c1cccc(NC(=O)C(Cc2ccccc2)NC(=O)c2ccccc2)c1 (stereo not given) | -2 | -6 | -3 | 0 | 3 | -2 | -6 | 3 | -8 | -0.3
CCOC(=O)/C=c1\s/c(=C\c2ccccc2C)c(=O)n1CC(=O)NCc1ccc2c(c1)OCO2 | -3 | 17 | -7 | 10 | 4 | -10 | 3 | -3 | 9 | 0.2
O=C(CN(Cc1ccccc1)C(=O)CCC(=O)Nc1nccs1)NCc1ccco1 | 2 | 1 | -9 | 14 | 1 | -21 | 0 | 14 | 2 | -0.4
COc1ccc(/C=C/C(=O)c2sc(-c3ccccc3)nc2C)cc1 | -2 | 5 | 1 | 33 | -1 | 9 | -5 | -14 | -14 | 0.0
Cc1cc(S(=O)(=O)Nc2ccc(C(=O)N3CCN(C(=O)c4ccco4)CC3)cc2)ccc1F | 3 | 2 | -14 | 23 | -9 | -21 | -1 | 4 | -2 | 0.1
O=C(C1CCN(S(=O)(=O)N2CCC3(CC2)OCCO3)CC1)N1CCN(Cc2ccccc2)CC1 | nt | -2 | nt | 9 | 2 | -8 | 3 | -1 | 2 | 0.0
COC(=O)C1=C(C(=O)OC)[C@@H]2N(C)c3ccccc3[C@@]23C[C@@H](C(=O)OC)N(C(=O)c2cccs2)C3=N1 | -6 | 2 | 1 | 12 | nt | nt | nt | -2 | 0 | -0.3
CN(C)S(=O)(=O)c1ccc(N2CCCC2=O)c([N+](=O)[O-])c1 | 4 | 2 | 0 | 30 | -4 | 7 | -4 | 19 | 1 | -0.5
Oc1c(C(c2cccs2)N2CCC3(CC2)OCCO3)sc2ncnn12 (stereo not given) | -3 | -7 | -3 | -2 | -3 | -11 | -6 | -56 | 2 | -0.4
Cc1ccccc1-n1nnnc1SCC(=O)N(C)C1CCS(=O)(=O)C1 (stereo not given) | 3 | -3 | -1 | 10 | 2 | -4 | 3 | 15 | -4 | 0.0
